Screens: PubChem, Broad Institute
NSD2 inh – inhibitors of human NSD2 methyltransferase. 0.07% of 44,000 active. NSD2-SET H3K36me1 DELFIA fluorescence, biochemical. inhibition, % at 12.5 µM. AID 624260; in the data active means inhibition above about 54%, passing the limit was not always enough;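 further: inhibitors reduce the monomethyl H3K36 fluorescence signal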
Target sequence (O96028 whole entry, looked up): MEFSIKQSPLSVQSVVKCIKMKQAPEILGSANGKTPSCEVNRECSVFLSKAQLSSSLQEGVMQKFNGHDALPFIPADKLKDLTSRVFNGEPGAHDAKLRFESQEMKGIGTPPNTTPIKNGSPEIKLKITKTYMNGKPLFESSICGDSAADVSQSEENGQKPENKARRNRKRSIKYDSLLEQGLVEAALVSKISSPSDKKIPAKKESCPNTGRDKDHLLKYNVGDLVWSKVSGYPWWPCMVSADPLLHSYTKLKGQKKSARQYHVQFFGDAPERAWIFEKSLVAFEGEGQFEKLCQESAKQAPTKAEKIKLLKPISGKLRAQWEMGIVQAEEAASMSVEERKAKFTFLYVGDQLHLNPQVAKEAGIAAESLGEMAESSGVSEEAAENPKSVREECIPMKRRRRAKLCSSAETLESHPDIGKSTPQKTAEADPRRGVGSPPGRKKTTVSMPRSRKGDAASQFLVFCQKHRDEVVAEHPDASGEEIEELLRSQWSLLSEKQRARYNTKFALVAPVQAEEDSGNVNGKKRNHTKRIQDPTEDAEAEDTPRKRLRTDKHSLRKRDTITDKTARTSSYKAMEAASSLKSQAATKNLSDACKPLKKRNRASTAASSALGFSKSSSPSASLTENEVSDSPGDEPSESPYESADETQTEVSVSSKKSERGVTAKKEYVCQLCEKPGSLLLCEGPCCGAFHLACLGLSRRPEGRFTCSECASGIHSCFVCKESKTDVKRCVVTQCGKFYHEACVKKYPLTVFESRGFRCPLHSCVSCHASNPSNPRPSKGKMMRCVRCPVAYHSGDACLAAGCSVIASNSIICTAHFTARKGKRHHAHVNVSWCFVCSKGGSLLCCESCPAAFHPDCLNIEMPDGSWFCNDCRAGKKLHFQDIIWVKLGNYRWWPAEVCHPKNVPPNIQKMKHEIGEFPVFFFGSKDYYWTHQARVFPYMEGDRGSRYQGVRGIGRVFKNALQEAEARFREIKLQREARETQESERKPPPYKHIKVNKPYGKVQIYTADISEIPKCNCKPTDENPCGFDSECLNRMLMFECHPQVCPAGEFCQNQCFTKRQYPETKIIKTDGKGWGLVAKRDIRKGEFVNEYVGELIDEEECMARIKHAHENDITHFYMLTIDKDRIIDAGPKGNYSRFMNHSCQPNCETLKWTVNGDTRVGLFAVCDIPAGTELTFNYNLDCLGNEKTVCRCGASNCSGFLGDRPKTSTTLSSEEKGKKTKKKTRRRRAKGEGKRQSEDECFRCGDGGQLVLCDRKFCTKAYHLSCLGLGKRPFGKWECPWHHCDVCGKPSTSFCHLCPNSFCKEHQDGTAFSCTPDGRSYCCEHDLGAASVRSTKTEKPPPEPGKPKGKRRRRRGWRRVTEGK
An asterisk follows results filed as active; i = inactive. Not all compounds are listed; rates above refer to the full screens.

NSD2 inh | molecule
-0.8 | COc1ccc(NC(=O)N(C)C[C@H]2Oc3c(NC(=O)c4nc5ccccc5s4)cccc3C(=O)N([C@H](C)CO)C[C@H]2C)cc1
3.4 | C[C@H]1CN([C@@H](C)CO)C(=O)CCCn2nncc2CO[C@H]1CN(C)C(=O)Cc1ccccc1
3.3 | C[C@H]1CN([C@@H](C)CO)C(=O)c2cc(NS(=O)(=O)c3ccc(F)cc3)ccc2O[C@@H]1CN(C)Cc1ccncc1
-0.3 | CCCNC(=O)N(C)C[C@@H]1Oc2ncc(/C=C/c3ccccc3)cc2C(=O)N([C@@H](C)CO)C[C@H]1C
-2.6 | COc1ccc(NC(=O)Nc2ccc3c(c2)C(=O)N([C@@H](C)CO)C[C@@H](C)[C@@H](CN(C)C(=O)Nc2ccc(F)cc2)O3)cc1
-4.8 | CN1CCN(C(=O)C[C@H]2C[C@@H]3c4cc(NC(=O)C5CCC5)ccc4O[C@@H]3[C@@H](CO)O2)CC1
-4.6 | COc1ccc(S(=O)(=O)N(C)C[C@H]2Oc3ccc(NC(=O)CCCCCC(=O)Nc4ccccc4N)cc3CC(=O)N([C@@H](C)CO)C[C@@H]2C)cc1
-2.8 | COc1ccc(C#Cc2ccc3c(c2)O[C@@H](CN(C)S(=O)(=O)c2ccccc2F)[C@H](C)CN([C@H](C)CO)S3(=O)=O)cc1

The results go on:
NSD2 inh | molecule
0.2 | C[C@H](CO)N1C[C@H](C)[C@@H](CN(C)CC2CCCCC2)OCCCC[C@H](C)Oc2ccc(NS(=O)(=O)c3ccccc3)cc2C1=O
-2.0 | C[C@@H]1CN([C@H](C)CO)C(=O)Cc2cc(NC(=O)Nc3cccc4ccccc34)ccc2O[C@@H]1CN(C)Cc1ccc(C(=O)Nc2ccccc2N)cc1
-6.8 | C[C@@H]1CN([C@@H](C)CO)C(=O)c2cc(NC(=O)Nc3ccc(F)cc3)ccc2O[C@@H]1CN(C)Cc1ccc(Cl)c(Cl)c1
1.1 | CN1C(=O)C2C(C1=O)C1C=C(CCCO)C2C(c2ccc(CN3CCCC3)cc2)N1Cc1sc2ccccc2c1Cl (stereo not drawn)
7.9 | C[C@@H]1CN([C@H](C)CO)C(=O)Cc2cc(NS(=O)(=O)c3cn(C)cn3)ccc2O[C@H]1CN(C)C(=O)Nc1ccc2c(c1)OCO2
-3.8 | C/C=C/c1ccc2c(c1)O[C@H](CN(C)C(=O)Nc1cc(F)ccc1F)[C@@H](C)CN([C@H](C)CO)S2(=O)=O
-1.9 | COc1ccc(NC(=O)N(C)C[C@H]2Oc3ncc(-c4ccc(C#N)cc4)cc3C(=O)N([C@@H](C)CO)C[C@H]2C)cc1
3.3 | CN1CCN(C(=O)C2=C[C@@H](c3csc4ccccc34)C[C@@H](OCCCCO)O2)CC1

Other structures:
NSD2 inh | molecule
1.4 | CC(C)[C@H](C)NC(=O)N(C)C[C@@H]1OCc2ccccc2-c2c(n(C)c3ccccc23)C(=O)N([C@@H](C)CO)C[C@@H]1C
-1.4 | CNC[C@@H]1Oc2ccc(NS(=O)(=O)c3ccc(Cl)cc3)cc2C(=O)N([C@@H](C)CO)C[C@@H]1C
-2.9 | C[C@@H]1CN([C@@H](C)CO)C(=O)Cc2cc(NC(=O)Cn3cnnn3)ccc2O[C@@H]1CN(C)S(C)(=O)=O
-2.8 | Cc1ccc(S(=O)(=O)N(C)C[C@@H]2OCCCC[C@H](C)Oc3ccc(NS(=O)(=O)c4ccc(Cl)cc4)cc3C(=O)N([C@@H](C)CO)C[C@H]2C)cc1
-0.2 | O=C1SC(c2ccccc2)=N/C1=C/c1ccco1
-8.5 | COC(=O)C(NC(=O)c1cccc(NC=O)c1O)C(C)O (stereo not drawn)
-0.1 | C[C@H](CO)N1C[C@H](C)[C@@H](CN(C)Cc2ccc(-c3ccccc3)cc2)Oc2ccc(NC(=O)c3ccncc3)cc2C1=O
-0.4 | C[C@H](CO)N1C[C@H](C)[C@@H](CN(C)Cc2ccc(C(=O)O)cc2)Oc2c(NC(=O)Nc3cccc4ccccc34)cccc2C1=O

New compounds follow
NSD2 inh | molecule
2.7 | CNC[C@H]1OCCCC[C@H](C)Oc2ccc(NS(=O)(=O)c3cccs3)cc2C(=O)N([C@@H](C)CO)C[C@H]1C
6.6 | C/C=C/c1cnc2c(c1)C(=O)N([C@@H](C)CO)C[C@H](C)[C@H](CN(C)Cc1ccc(F)cc1)O2
-0.9 | O=C1C(=O)N(Cc2ccc(Cl)c(Cl)c2)c2ccccc21
-2.5 | Cc1ccc(S(=O)(=O)NC(C)(C)CSc2nnc(N)s2)cc1
0.2 | C/C=C/c1cnc2c(c1)C(=O)N([C@@H](C)CO)C[C@@H](C)[C@H](CN(C)S(=O)(=O)c1ccc(OC)cc1)O2
i | CCCN(C)C[C@H]1OCCCC[C@H](C)Oc2ccc(NC(=O)Cc3ccccc3)cc2C(=O)N([C@@H](C)CO)C[C@H]1C
6.9 | C[C@@H]1CN([C@H](C)CO)C(=O)c2cccc(NC(=O)Nc3cccc4ccccc34)c2O[C@@H]1CN(C)S(=O)(=O)c1cccs1
-3.9 | C[C@@H]1CCCCO[C@H](CN(C)Cc2ccncc2)[C@H](C)CN([C@H](C)CO)C(=O)c2cc(NC(=O)c3ccncc3)ccc2O1

6 compounds picked at random from the list so far:
NSD2 inh | molecule
-2.8 | COc1ccc(C#Cc2ccc3c(c2)O[C@@H](CN(C)S(=O)(=O)c2ccccc2F)[C@H](C)CN([C@H](C)CO)S3(=O)=O)cc1
-4.6 | COc1ccc(S(=O)(=O)N(C)C[C@H]2Oc3ccc(NC(=O)CCCCCC(=O)Nc4ccccc4N)cc3CC(=O)N([C@@H](C)CO)C[C@@H]2C)cc1
-8.5 | COC(=O)C(NC(=O)c1cccc(NC=O)c1O)C(C)O (stereo not drawn)
i | CCCN(C)C[C@H]1OCCCC[C@H](C)Oc2ccc(NC(=O)Cc3ccccc3)cc2C(=O)N([C@@H](C)CO)C[C@H]1C
-1.4 | CNC[C@@H]1Oc2ccc(NS(=O)(=O)c3ccc(Cl)cc3)cc2C(=O)N([C@@H](C)CO)C[C@@H]1C
7.9 | C[C@@H]1CN([C@H](C)CO)C(=O)Cc2cc(NS(=O)(=O)c3cn(C)cn3)ccc2O[C@H]1CN(C)C(=O)Nc1ccc2c(c1)OCO2

(more compounds)
NSD2 inh | molecule
0.0 | C[C@@H]1CCCCO[C@H](CN(C)S(=O)(=O)c2cccs2)[C@H](C)CN([C@@H](C)CO)C(=O)c2cc(NC(=O)Cc3ccccc3)ccc2O1
-3.0 | C[C@@H]1CN([C@@H](C)CO)C(=O)c2cc(NC(=O)Nc3ccc(F)cc3)ccc2O[C@@H]1CN(C)Cc1ccc(-c2ccccc2)cc1
5.5 | CC(C)CC#Cc1cnc2c(c1)C(=O)N([C@H](C)CO)C[C@H](C)[C@@H](CN(C)S(=O)(=O)c1cccs1)O2
4.5 | CC(C)NC(=O)N(C)C[C@H]1Oc2c(NC(=O)c3ccc(-c4nccs4)cc3)cccc2C(=O)N([C@@H](C)CO)C[C@@H]1C
-1.2 | C[C@@H]1CCCCO[C@@H](CN(C)C(=O)Nc2ccc(F)cc2)[C@@H](C)CN([C@H](C)CO)C(=O)c2cc(NC(=O)C3CCCCC3)ccc2O1
4.3 | COCC(=O)N(C)C[C@@H]1Oc2cc(-c3ccc(C)cc3)ccc2S(=O)(=O)N([C@H](C)CO)C[C@@H]1C
6.2 | CNC[C@H]1Oc2cc(C#Cc3ccccc3OC)ccc2S(=O)(=O)N([C@H](C)CO)C[C@@H]1C
-0.6 | C[C@@H]1CN([C@@H](C)CO)C(=O)c2cccc(NS(=O)(=O)c3ccc(F)cc3)c2O[C@H]1CN(C)C(=O)Nc1cccc2ccccc12

The listing continues:
NSD2 inh | molecule
12.4 | CCCC#Cc1ccc2c(c1)O[C@H](CN(C)Cc1ccncc1)[C@@H](C)CN([C@H](C)CO)S2(=O)=O
7.5 | Cc1noc(C)c1NC(=O)Nc1ccc2c(c1)C(=O)N([C@@H](C)CO)C[C@H](C)[C@@H](CN(C)Cc1ccc(C(=O)O)cc1)OCCCC[C@H](C)O2
5.9 | CNC[C@@H]1Oc2cc(-c3cncnc3)ccc2S(=O)(=O)N([C@H](C)CO)C[C@H]1C
3.7 | O=C(C[C@H]1CC[C@@H](NC(=O)c2cccnc2)[C@H](CO)O1)NCc1ccc(Cl)c(Cl)c1
-1.6 | C[C@H]1CN([C@@H](C)CO)C(=O)c2cc(NC(=O)Cn3cnnn3)ccc2O[C@@H]1CN(C)Cc1ccncc1
4.4 | C[C@@H]1CN([C@H](C)CO)C(=O)c2cccc(NC(=O)C3CCOCC3)c2O[C@H]1CN(C)Cc1ccc(C(=O)O)cc1
-2.3 | O=C(C[C@H]1C[C@H]2c3cc(NS(=O)(=O)c4ccc(F)cc4)ccc3O[C@H]2[C@H](CO)O1)NCc1cccc(F)c1
-0.9 | C[C@H](CO)N1C[C@H](C)[C@H](CN(C)S(=O)(=O)c2ccccc2C#N)OCc2cnnn2CCCC1=O

(continued)
NSD2 inh | molecule
4.3 | COc1ccc(CN(C)C[C@@H]2OCCCC[C@@H](C)Oc3ccc(NC(=O)c4ccncc4)cc3C(=O)N([C@H](C)CO)C[C@H]2C)cc1
4.1 | CNC[C@H]1Oc2ccc(NC(=O)CCN3CCOCC3)cc2CC(=O)N([C@@H](C)CO)C[C@@H]1C
-0.8 | O=C(C[C@@H]1CC[C@@H](NC(=O)NC2CCCCC2)[C@@H](CO)O1)NCc1ccccc1
4.5 | COc1ccc(NC(=O)Nc2ccc3c(c2)C(=O)N([C@@H](C)CO)C[C@H](C)[C@@H](CN(C)C(=O)Nc2ccc4c(c2)OCO4)O3)cc1
-5.8 | CC(C)NC(=O)N(C)C[C@H]1Oc2cc(C#Cc3ccccn3)ccc2S(=O)(=O)N([C@H](C)CO)C[C@H]1C
-2.6 | C[C@@H]1CN([C@@H](C)CO)C(=O)c2cccc(NS(C)(=O)=O)c2O[C@H]1CN(C)Cc1ccc(C(F)(F)F)cc1
-4.0 | C[C@@H]1CN([C@@H](C)CO)C(=O)Cc2cc(NC(=O)CCCCCC(=O)Nc3ccccc3N)ccc2O[C@H]1CN(C)Cc1ccc(Cl)c(Cl)c1
-8.3 | Cc1noc(C)c1NC(=O)N(C)C[C@H]1Oc2ncc(C#CC(C)C)cc2C(=O)N([C@H](C)CO)C[C@H]1C

As entered above:
NSD2 inh result of CN1C(=O)C2C(C1=O)C1C=C(CCCO)C2C(c2ccc(CN3CCCC3)cc2)N1Cc1sc2ccccc2c1Cl (stereo not drawn) = 1.1
NSD2 inh result of Cc1ccc(S(=O)(=O)N(C)C[C@@H]2OCCCC[C@H](C)Oc3ccc(NS(=O)(=O)c4ccc(Cl)cc4)cc3C(=O)N([C@@H](C)CO)C[C@H]2C)cc1 = -2.8

Continued.
NSD2 inh | molecule
-8.4 | COc1cc2c(cc1O)C(c1cccs1)N(Cc1sc3ccccc3c1Cl)CC2 (stereo not drawn)
-5.9 | CC(C)NC(=O)Nc1ccc2c(c1)C(=O)N([C@H](C)CO)C[C@H](C)[C@@H](CN(C)Cc1ccc(C(=O)O)cc1)O2
-12.1 | C[C@@H]1CN([C@@H](C)CO)S(=O)(=O)c2ccc(C#CC3CC3)cc2O[C@@H]1CN(C)C(=O)C1CC1
14.5 | C[C@@H]1CCCCO[C@@H](CN(C)S(=O)(=O)c2ccccc2)[C@H](C)CN([C@H](C)CO)C(=O)c2cc(NC(=O)Nc3ccccc3)ccc2O1
7.2 | O=C(O)CCCCCC(=O)NN=C1CCCCCCC1
22.9 | C[C@@H]1CN([C@@H](C)CO)C(=O)Cc2cc(NS(C)(=O)=O)ccc2O[C@H]1CN(C)C(=O)NC1CCCCC1
0.4 | C/C=C/c1cnc2c(c1)C(=O)N([C@H](C)CO)C[C@H](C)[C@H](CN(C)C(=O)Nc1c(C)noc1C)O2
-2.5 | C[C@H](CO)N1C[C@H](C)[C@H](CN(C)C(=O)C2CCCCC2)Oc2ncc(-c3cccnc3)cc2C1=O

Later entries:
NSD2 inh | molecule
6.0 | C[C@H]1CN([C@@H](C)CO)C(=O)c2cccc(NC(=O)Nc3ccc4c(c3)OCO4)c2O[C@H]1CN(C)C(=O)Nc1cccc2ccccc12
2.1 | C[C@@H]1CN([C@@H](C)CO)C(=O)c2cccc(NC(=O)Nc3ccc(F)cc3)c2O[C@H]1CN(C)Cc1ccc(C(=O)O)cc1
3.8 | C[C@@H]1CN([C@@H](C)CO)C(=O)c2cc(N(C)C)ccc2O[C@@H]1CN(C)C(=O)Nc1ccc2c(c1)OCO2
4.4 | C[C@@H]1CCCCO[C@@H](CN(C)S(=O)(=O)c2ccc(Cl)cc2)[C@H](C)CN([C@H](C)CO)C(=O)c2cc(NC(=O)Cc3ccccc3)ccc2O1
1.9 | C[C@H]1CCCCO[C@@H](CN(C)C)[C@@H](C)CN([C@@H](C)CO)C(=O)c2cc(NC(=O)Nc3ccccc3)ccc2O1
-4.7 | C/C=C/c1cnc2c(c1)C(=O)N([C@@H](C)CO)C[C@H](C)[C@@H](CN(C)Cc1ccc(F)cc1)O2
6.0 | CNC[C@H]1Oc2ccc(NS(C)(=O)=O)cc2CC(=O)N([C@H](C)CO)C[C@@H]1C
1.0 | CNC[C@H]1Oc2ccc(NC(=O)C3CCCCC3)cc2CC(=O)N([C@@H](C)CO)C[C@@H]1C

Next records:
NSD2 inh | molecule
-5.0 | COCC1OC(OC(C)(C)C2CCC3(C)C=C(C4CCC5C4(C)CC(O)C4OC(C(C)(C)OC6OC(CO)C(O)C(O)C6NC(C)=O)CCC45C)CCC3O2)C(NC(C)=O)C(O)C1O (stereo not drawn)
-4.3 | CCCN(C)C[C@@H]1Oc2cc(C#CCN(C)C)ccc2S(=O)(=O)N([C@@H](C)CO)C[C@@H]1C
-4.5 | C[C@H](CO)N1C[C@H](C)[C@H](CN(C)S(=O)(=O)c2ccc(Cl)cc2)Oc2c(NC(=O)CCCCCC(=O)Nc3ccccc3N)cccc2C1=O
-6.9 | C[C@@H]1CN([C@H](C)CO)C(=O)c2cccc(NC(=O)NC3CCCCC3)c2O[C@H]1CN(C)Cc1ccc(C(F)(F)F)cc1
0.5 | COc1ccc(NC(=O)N(C)C[C@H]2Oc3ccc(NC(=O)Cc4ccccc4)cc3C(=O)N([C@@H](C)CO)C[C@H]2C)cc1
5.0 | C[C@@H]1CN([C@H](C)CO)C(=O)c2cccc(NC(=O)Nc3ccc4c(c3)OCO4)c2O[C@H]1CN(C)Cc1ccncc1
